Assay outcomes from PubChem.
Tb PYK inh: inhibitors of Trypanosoma brucei pyruvate kinase; Q57TT1; TbPYK enzyme, Kinase-Glo Plus ATP luminescence, 45 min; Potency, µM (top dose mostly 76.8 µM), inactives show top-dose activity, negative = inhibition, hits mostly inhibitors; hit rate 0.12% among 410,000; AID 624173; further: potency means the concentration at half of the fitted maximal effect; on the % scale 0 is the no-effect control and ±100 the full control effect; nearly all actives have a fitted effect of over 50% in size
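Luminescent Kinase-Glo Plus end-point after 45 min room-temperature reaction of T. brucei pyruvate kinase started with 130 uM ADP (final). Buffer TEA 50 mM pH 7.2 with KCl, MgCl2, BSA, Tween-20; titration-based qHTS with fitted concentration-effect curves.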
AmpC no deterg: blocks E. coli AmpC beta-lactamase in detergent-free assay; AmpC nitrocefin hydrolysis, absorbance 480 nm, 0.0001% Triton; hit rate 0.52% among 330,000; P00811; AID 485341; Potency, µM (highest dose often 57.1 µM), for inactives: at the top dose activity change, negative = inhibition, usual class: inhibitors;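 further: potency means the concentration at half of the fitted maximal effect; plate controls were no compound for no effect and no enzyme for full effect; nearly all actives have a fitted effect of over 20% in size; some results filed as inactive show a strong effect at the top dose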
Target sequence (P00811 whole entry, looked up): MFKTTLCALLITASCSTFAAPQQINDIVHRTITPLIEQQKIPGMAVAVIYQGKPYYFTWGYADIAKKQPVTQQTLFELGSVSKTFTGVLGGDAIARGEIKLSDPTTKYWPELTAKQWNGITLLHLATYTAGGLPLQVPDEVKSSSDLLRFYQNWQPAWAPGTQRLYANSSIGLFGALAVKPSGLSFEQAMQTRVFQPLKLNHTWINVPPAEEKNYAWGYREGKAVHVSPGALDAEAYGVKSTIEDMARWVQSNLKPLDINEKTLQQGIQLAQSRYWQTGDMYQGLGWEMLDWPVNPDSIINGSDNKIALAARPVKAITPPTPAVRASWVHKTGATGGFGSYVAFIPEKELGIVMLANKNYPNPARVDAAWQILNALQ
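AmpC (5.3 nM in the dispensed reagent) in 20 mM phosphate pH 7.0 with 0.01% (detergent screen) or 0.0001% Triton X-100 was preincubated with compounds for 15 min at room temperature. Nitrocefin was then added from an 800 uM solution, and hydrolysis was followed at 480 nm.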
Pf growth 48h: inhibits P. falciparum growth in the first generation, 48 h | Potency, µM (highest dose often 28.7 µM), inactives show at the highest dose activity change, negative = inhibition, actives largely listed as inhibitors | P. falciparum luciferase growth in erythrocytes, 48 h | hit rate 5.9% among 310,000; further: potency means the concentration at half of the fitted maximal effect; on the % scale 0 is the no-effect control and ±100 the full control effect
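Erythrocytes infected with P. falciparum carrying an integrated firefly luciferase reporter (2% hematocrit, 0.1% parasitemia final) were exposed to compounds in RPMI 1640 with 0.5% Albumax at 37 C, 5% CO2. Growth inhibition was scored as reduced luminescence.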
CHX counter: counter-screen hit for Shiga toxin inhibitors, cycloheximide; cell reporter, cycloheximide protein synthesis inhibition counterscreen; max response, %; hit rate 12% among 300,000; AID 2314; in the data active means max response mostly above about 13%, no sharp cut-off; inactive means mostly below about 14%; further: read at 38.3 µM for the half of the compounds with a filed dose; 0% is about no effect
Pf growth 96h: P. falciparum growth inhibition at 96 hours | P. falciparum luciferase reporter growth, 96 h | hit rate 6.9% among 320,000 | Potency, µM (titrated, usually from 28.7 µM), for inactives: top-dose activity change, negative = inhibition, most hits filed as inhibitors; further: potency means the concentration at half of the fitted maximal effect; on the % scale 0 is the no-effect control and ±100 the full control effect
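Infected RBCs, 2% Hct / 0.05% parasitemia final; luciferase-reporter P. falciparum; cpd 96 h, 37 C, 5% CO2; luciferase detection reagent; luminescence.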
LmPK inhibitor: blocks Leishmania mexicana pyruvate kinase activity | purified LmPK, Kinase-Glo ATP luminescence, 1 h | Potency, µM (titrated, usually from 57.5 µM), without a hit: at the highest dose activity change, negative = inhibition, hits mostly inhibitors | Q27686 | hit rate 0.37% among 290,000; further: potency means the concentration at half of the fitted maximal effect; on the % scale 0 is the no-effect control and ±100 the full control effect
Target sequence (Q27686 whole entry, looked up): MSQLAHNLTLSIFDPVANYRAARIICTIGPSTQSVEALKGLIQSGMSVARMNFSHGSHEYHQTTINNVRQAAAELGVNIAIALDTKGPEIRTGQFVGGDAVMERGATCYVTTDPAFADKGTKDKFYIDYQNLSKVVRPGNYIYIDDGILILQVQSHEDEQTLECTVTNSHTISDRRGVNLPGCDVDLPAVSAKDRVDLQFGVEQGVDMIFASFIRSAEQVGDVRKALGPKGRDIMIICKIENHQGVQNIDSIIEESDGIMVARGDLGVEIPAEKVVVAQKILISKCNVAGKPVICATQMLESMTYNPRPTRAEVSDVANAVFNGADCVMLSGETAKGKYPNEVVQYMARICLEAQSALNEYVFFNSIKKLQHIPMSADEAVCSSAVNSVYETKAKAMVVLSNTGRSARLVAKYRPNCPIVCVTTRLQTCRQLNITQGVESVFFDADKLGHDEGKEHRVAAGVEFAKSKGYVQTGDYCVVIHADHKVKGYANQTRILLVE
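0.1 nM LmPK, 0.5 mM PEP, 0.1 mM ADP; 50 mM imidazole pH 7.2, 7 mM MgCl2, 50 mM KCl; 1 h RT. Kinase-Glo luminescence readout, normalized to no-enzyme (full inhibition) and uninhibited wells.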
Shiga toxin inh: inhibitors of Shiga toxin in Vero cells; Vero cells, Shiga toxin protein synthesis inhibition reporter; inhibition, % at 38.7 µM; AID 2315; hit rate 9.2% among 290,000; in the data active means inhibition mostly above about 28%, no sharp cut-off; inactive means mostly below about 43%; further: 0% is about no effect
* marks the source's active call; other numbers are inactive results; ? = inconclusive; . = no result given; & = joins results of further samples; [ ] = dose if it differs, or a comment. Unless noted, the call rests on the fitted dose curve; in most records, active means well fitted curve in the direction sought with a large enough effect; inconclusive means small, poorly fitted or top-dose-only effect, or another doubt; inactive means no such curve, though single readings can be large; an effect the other way counts as inactive or inconclusive.

SMILES | Tb PYK inh | AmpC no deterg | Pf growth 48h | CHX counter | Pf growth 96h | LmPK inhibitor | Shiga toxin inh
COCCn1c(C)cc(C(=O)COC(=O)c2ccc(N3CCCC3=O)cc2)c1C | 0% | -3% | 20% | 6 | ? | 1% | 9
O=C(O)c1ccc(N/N=C/c2cccc3nccnc23)cc1 | -3% | -11% | 153%[activator] | 27* | 134%[activator] | -9% | 45*
CSc1ccc(/C=N/NC(=O)C[n+]2ccccc2)cc1 | 1% | -14% | ? | 0 | 37%[activator] | -5% | -3
COc1ccccc1-c1cc(C(=O)Nc2cc(C)nn2-c2ccccc2)no1 | 8% | 10% | ? | 0 | ? | 4% | -3
CC12COC3(P(=O)(c4ccccc4)c4ccccc4)CC1CCC23CP(=O)(c1ccccc1)c1ccccc1 (stereo not drawn) | 7% | 197%[activator] | 1.2µM* | 0 | 0.93µM* | 10% | 21
Cc1nc(C(=O)Nc2ccc(Cl)cc2)sc1C1(C)CC(c2ccccc2)=NO1 (stereo not drawn) | 3% | -36% | ? | 9 | -1% | 11% | -2
Cc1cc(=O)oc2cc3c(cc12)OCCO3 | -7% | -6% | . | -1 | . | -3% | -10
CCn1c(SCC(=O)N2c3ccccc3CCc3ccccc32)nnc1-c1ccc(OC)cc1 | -1% | 63%[activator] | 4.1µM* | -3 | 9.3µM* | 5% | 15
Cc1nn2c(C)c(C(=O)Nc3ccccc3)cnc2c1-c1ccccc1 | 1% | -21% | ? | 4 | ? | 3% | -7
COc1ccccc1CN(C)C(=O)c1cc(-c2cc(OC)c(OC)c(OC)c2)nc2ccccc12 | -2% | 143%[activator] | ? | -2 | ? | -6% | -2
CC1Cc2ccccc2N1C(=O)Cn1cnc2ccccc2c1=O (stereo not drawn) | -10% | -12% | 12% | -1 | 3% | 0% | -6
CCOCCCNC(=O)CCC(=O)NNc1nc2ccccc2c2nc(C)nn12 | 7%&3% | -23% | 9% | 4 | ? | 4% | -17
COc1ccc(OC)c(N/C(=N/C(=S)Nc2ccccc2)Nc2nc(C)cc(C)n2)c1 | 2% | 38% | ? | -1 | ? | 11% | -4
O=C(N/N=C/c1ccc([N+](=O)[O-])cc1)c1cc(C2CC2)[nH]n1 | 5% | 56% | -20% | -1 | ? | -5% | -17
O=C(Cn1ccc(C(F)(F)F)n1)N=Nc1c(O)[nH]c2ccccc12 | 1% | -14% | 7% | 0 | 55%[activator] | 4% | -4
CCN(CC)CCOC(=O)c1cccc(Br)c1 | 1% | -11% | 22% | -4 | 35%[activator] | 6% | 53
COc1ccc(CN2CCn3ncc(C(=O)Nc4ccccc4)c3C2=O)cc1 | -4% | -15% | 12% | 32* | ? | 0% | 52*
COCCNC(=S)N/N=C(\C)c1ccccc1O | -5% | 1% | 2.9µM* | 31* | ? | -4% | 94*
CCN1CCCC1CNS(=O)(=O)c1ccc(Br)cc1 (stereo not drawn) | 7% | -1% | 49%[activator] | -6 | ? | 9% | -6
CCc1ccc(N2CC(C(=O)Nc3nc4ccc(S(C)(=O)=O)cc4s3)CC2=O)cc1 (stereo not drawn) | 2% | 7% | 17% | 17* | ? | 7% | 67*
COc1ccc(OCCN2C(=O)NC3(CCc4ccccc4C3)C2=O)cc1 (stereo not drawn) | 4% | -1% | -2% | -1 | 23% | -1% | -14
Cc1ccccc1CCNC(=O)C1CC(O)CN1C(=O)Nc1ccccc1 (stereo not drawn) | 4% | -1% | 0% | -3 | 102%[activator] | -1% | -4
O=S(=O)(c1cc(Cl)sc1Cl)N1CCCC1 | -7% | -20% | -5% | -1 | 21% | 1% | -6
CCOc1ccc(-c2c(=O)n(OCc3nc4ccccc4[nH]3)c3ccccc3[n+]2[O-])cc1 | 0% | 14% | -27% | 19 | ? | -22% | 32*
CCOC(=O)/C=c1\s/c(=C\c2c(OCC)ccc3ccccc23)c(=O)n1CC(=O)NCC1CCCO1 (stereo not drawn) | -10% | 92%[activator] | 12µM* | 9 | . | -1% | 19

Profiles as entered above.
CC12COC3(P(=O)(c4ccccc4)c4ccccc4)CC1CCC23CP(=O)(c1ccccc1)c1ccccc1 (stereo not drawn) reads Tb PYK inh = 7%; AmpC no deterg = 197%[activator]; Pf growth 48h = 1.2µM*; CHX counter = 0; Pf growth 96h = 0.93µM*; LmPK inhibitor = 10%; Shiga toxin inh = 21
COCCn1c(C)cc(C(=O)COC(=O)c2ccc(N3CCCC3=O)cc2)c1C reads Tb PYK inh = 0%; AmpC no deterg = -3%; Pf growth 48h = 20%; CHX counter = 6; Pf growth 96h = ?; LmPK inhibitor = 1%; Shiga toxin inh = 9

Other records.
SMILES | Tb PYK inh | AmpC no deterg | Pf growth 48h | CHX counter | Pf growth 96h | LmPK inhibitor | Shiga toxin inh
Cc1nc2ccccc2nc(C)c1=NOCc1cccc(Cl)c1 | 0% | -5% | ? | -2 | ? | 4% | 31
Cc1cccc(C)c1NC(=O)COn1nnc2ccc(C(F)(F)F)cc21 | -1% | 27% | 14% | -2 | 29% | 3% | -12
O=C(CC12CC3CC(CC(C3)C1)C2)NCC(=O)N1CCCC1 | -8% | -9% | -20% | -3 | 37%[activator] | 1% | -10
O=C(NC1CC1)c1sc2cc(F)ccc2c1Cl | -11% | -7% | 48%[activator] | . | 59%[activator] | . | .
CCOC(=O)c1sc2nc(N3CCOCC3)c3c(c2c1N)CC(C)(C)N(C)C3 | 0% | -5% | 1% | -4 | -19% | -1% | -18
CC(=O)N1CCN(C(=S)Nc2ccc(SC(F)F)cc2)CC1 | 0% | -8% | 2% | 1 | 6% | 0% | -13
Nn1c(SCC(=O)Nc2ccc3c(c2)OCCO3)nnc1-c1cccnc1 | 2% | -18% | 4% | -2 | ? | -2% | 9
O=C(Nc1cccc(S(=O)(=O)N2CCCCC2)c1)c1cccs1 | -5% | -35% | -18% | -3 | -20% | -3% | 23
O=C(COc1ccccc1)NN1C(=O)CSC1=S | 2% | -23% | -15% | 0 | ? | 2% | 4
CCOC(=O)c1c(C)c(C(=O)N2CCN(c3cccc(Cl)c3)CC2)c(C)n1C | -7% | 172%[activator] | 20% | -2 | ? | -3% | -14
Cn1cc(C=O)c2cc(S(=O)(=O)N3CCOCC3)ccc21 | 2% | -1% | -7% | -4 | -18% | -3% | -12
C=CCn1c(Cc2cccs2)nnc1SCC(=O)Nc1cc(OC)cc(OC)c1 | -17% | -3% | 5% | -3 | -3% | 5% | 22
CC1CCCCC12NC(=O)N(CC(=O)NCC(=O)Nc1ccc(F)c(F)c1F)C2=O (stereo not drawn) | 8% | 36% | -22% | . | ? | . | .
COc1ccc(N2CCN(C(C)C(=O)Nc3nnc(C)s3)CC2)cc1 (stereo not drawn) | -11% | 1% | 5% | 1 | 180%[activator] | -1% | 3
COC(=O)c1ccc(NC(=O)c2cn(-c3cccc(C)n3)cn2)cc1 | 0% | -8% | 79%[activator] | 1 | 127%[activator] | 1% | -3
O=C(Cn1[nH]c(=O)c2ccccc2c1=O)NCC1COc2ccccc2O1 (stereo not drawn) | 0% | -21% | ? | . | -17% | . | .
c1ccc(COc2ccc(OCCOCCn3cncn3)cc2)cc1 | -4% | 57% | 121%[activator] | 57* | . | -14% | 80*
O=C(Cn1c(=O)n(-c2cccc(C(F)(F)F)c2)c(=O)c2sccc21)NCC1CCCO1 (stereo not drawn) | 0% | 1% | 3% | -5 | 2% | 0% | -20
NS(=O)(=O)c1ccc(Cc2ncc(C(F)(F)F)cc2Cl)s1 | -7% | -10% | . | -3 | ? | -1% | -14
COc1ccccc1CNC(=O)[C@@H]1CCCN1C(=O)C1CCN(S(=O)(=O)c2ccc(C)cc2)CC1 | -9% | 136%[activator] | ? | 10 | ? | 4% | -10
CN(C)/C=C(/C(=O)c1ccc(Cl)cc1Cl)S(=O)(=O)c1ccc(Cl)cc1 | . | -36% | -10% | 11 | 4% | 9% | -12
Cc1cc(C)nc(/N=C(\N)Nc2ccc(C(C)C)cc2)n1 | -3% | -31% | ? | 14* | 12µM* | 0% | 23
O=C(NN=C1CCC(c2ccccc2)CC1)c1cc2c(s1)CCCC2 (stereo not drawn) | 8% | -33% | 12% | 8 | 34%[activator] | 3% | -14
CC(NC(=O)COC(=O)CNC(=O)c1ccc(-c2ccccc2)cc1)c1ccccc1 (stereo not drawn) | 6% | 86%[activator] | -19% | . | 3% | . | .
Cc1nnc(Nc2ccc(Cl)cc2)s1 | -3% | -3% | 23% | -3 | 6% | 4% | 8

Some of the entries above in a different format.
Results follow in this order: Tb PYK inh, AmpC no deterg, Pf growth 48h, CHX counter, Pf growth 96h, LmPK inhibitor, Shiga toxin inh
- Cc1nc2ccccc2nc(C)c1=NOCc1cccc(Cl)c1
  0%, -5%, ?, -2, ?, 4%, 31
- Cc1cccc(C)c1NC(=O)COn1nnc2ccc(C(F)(F)F)cc21
  -1%, 27%, 14%, -2, 29%, 3%, -12

Other entries follow:
SMILES | Tb PYK inh | AmpC no deterg | Pf growth 48h | CHX counter | Pf growth 96h | LmPK inhibitor | Shiga toxin inh
CC1(C)C2CCC1(CS(=O)(=O)NC(CC(=O)O)c1cccc(Br)c1)C(=O)C2 (stereo not drawn) | 0% | -18% | 4% | 0 | 3% | 0% | -11
Cc1ccc(Oc2ncc(CN3CCOCC3)s2)cc1 | 4% | 3% | 86%[activator] | 24* | 163%[activator] | -3% | 61*
Cc1ccc2c(c1)N(CC(=O)NCCCN1CCN(C)CC1)C(=O)CO2 | -14% | -2% | 32%[activator] | -7 | 18% | 1% | 3
O=C(Cn1cc(C(=O)c2ccco2)c2ccccc21)Nc1ccccc1F | 2% | 28µM* | ? | 21 | 0% | 2% | 62
CCN1C(=O)/C(=C\c2nc3ccccc3c(=O)n2CC)c2ccccc21 | -3% | -3%[11.4 µM] | ? | 3 | 0% | -2% | -3
CCC(=O)NC(c1cc(Cl)c2cccnc2c1O)C(C)C (stereo not drawn) | -6% | -4%&-14% | 2.9µM* | . | 13µM* | . | .
COc1ccccc1/C=N/NC(=O)c1cc2c(OC)c(OC)ccc2[nH]1 | -1% | -57% | -3% | 9 | 13% | -3% | 4
COC(=O)c1ccc(N2CCN(S(=O)(=O)c3ccc(C)cc3)CC2)c([N+](=O)[O-])c1 | 2% | 3% | ? | 11 | ? | -4% | -11
COc1cc(OC)c(NC(=O)c2sc3ncn(CC(=O)N4CCN(c5ccccn5)CC4)c(=O)c3c2C)cc1Cl | 4% | 77%[activator] | -29% | 0 | ? | 9% | 0
CN(C)c1ccnc(-n2cccc2/C=N/OCc2ccc(F)cc2Cl)c1C#N | -2% | 16% | . | -2 | ? | -1% | -7
CCOc1ccc(NC(=O)c2ccc(Cn3nc(C)cc3C)o2)cc1 | -11% | 30% | ? | 9 | -85% | 5% | 20
O=C(O)C1CCCN1S(=O)(=O)c1ccc2ccccc2c1 (stereo not drawn) | -2% | -9% | 11% | -2 | . | 6% | 10
COc1ccc2[nH]c(C(=O)N3CCC(n4nccc4NC(=O)C4CC4)CC3)c(C)c2c1 | -7% | 9% | ? | -1 | -17% | 0% | -9
